# WT yeast gro inh: growth inhibition of WT yeast, mitochondrial fusion screen; mitochondrial fusion phenotypic screen, WT strain; inhibition, % at 10 µM; actives 2.1% (n = 190,000); in the data active means inhibition above about 58%; tested in S. cerevisiae
# b-catenin transl: alters nuclear translocation of beta-catenin in HeLa cells. nuclear translocation activity, % at 5 µM. actives 0.3% (n = 190,000). immunofluorescence imaging. AID 1665;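 active means nuclear translocation activity above 50% at 5 µM, with a well cell count of 50 or more; inconclusive means wells under 50 cells across six images, flagged as toxic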;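 further: per-cell ratio of nuclear to cytoplasmic median beta-catenin stain intensity; plate controls were DMSO negative control for no effect and GSK-3 inhibitor IX positive control for full effect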
#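 Read-out: Nuclear/cytoplasmic beta-catenin signal ratio, % activation | Assay system: Human HeLa cell line | Times: 24 h compound exposure at 37°C, 5% CO2 | Signal: Fluorescence imaging of beta-catenin antibody stain plus DAPI | Dosing: 5 µM primary, 0.02–20 µM confirmation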
# RSV antiviral HEp-2: RSV antiviral activity via CPE protection, HEp-2 cells, primary 10 µM value included (AID 2391); one-dose CPE inhibition, % at 10 µM; IC50 in µM for titrated hits; actives 0.13% (n = 310,000); HEp-2 cells, RSV-induced CPE inhibition; higher % means a stronger effect; in the data active means a potency from the dose series; inconclusive means CPE inhibition mostly from about 23% at the one dose, without a potency; inactive means the rest, 99 in 100 with CPE inhibition below about 21%; further: strong numbers were not always called active
# West Nile virus CPE: West Nile virus antiviral activity, cell-based, CPE readout (AID 1621). West Nile virus-infected cells, CPE inhibition; higher % means a stronger effect. CPE inhibition, % at 10 µM; hits with a dose series show IC50 in µM. actives 0.02% (n = 290,000); in the data active means a potency from the dose series; inconclusive means CPE inhibition mostly from about 3.7% at the one dose, without a potency; inactive means the rest, 99 in 100 with CPE inhibition below about 2.2%; further: strong numbers were not always called active
# PhoP inhibition: PhoP-dependent GFP reporter repression – Salmonella Typhimurium, primary screen (AID 1863). inhibition, % at 50 µM; hits with a dose series show IC50 in µM. S. Typhimurium PhoP-regulated promoter GFP reporter, 4 h; higher % means a stronger effect. actives 0.16% (n = 300,000);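 active means inhibition over 29.93%, a cutoff 3 SD above the screen mean, later confirmed by dose response; inconclusive means inhibition over 29.93% but no dose response follow-up; inactive means inhibition at most 29.93% or unconfirmed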;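 further: 0% = low Mg2+ inducing control and 100% = high Mg2+ repressing control; strong numbers were not always called active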
# Myeloid diff 2: compounds promoting myeloid differentiation | actives 1% (n = 360,000) | ER-HoxA9 myeloid progenitors, lysozyme-GFP differentiation, flow cytometry | calls only at 10 µM;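 active means normalized GFP-positive differentiation at or above the plate's own cutoff, the solvent-only control mean plus 3 SD; inconclusive means no clear call, values can overlap the other calls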;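 further: cells exposed to compound for four days before flow analysis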
# T cell HTS: T cell immune modulation candidate | 2C CD8+ T cell-vesicle binding, flow cytometry; hits give low values | calls only at 7 µM | actives 0.068% (n = 330,000) | AID 2052;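 active means response, share of CD8 T cells binding vesicles, and their 90th percentile fluorescence all below set limits, cut at about 80% in these data, passing the limit was not always enough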
#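 material = purified 2C TCR transgenic mouse naive CD8+ T cells | controls = Unloaded micro-vesicles (low), QL9 vesicles with 0.7% DMSO (high) | detection = cytometric PE anti-B7-1 and Alexa647 anti-CD8 signals after 1% paraformaldehyde fixation | incubation = binding step 1.5 h, 37 °C, antibody labelling 20 min, ice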
# Rac1 GTP hydrolysis: MgcRacGAP GTPase-activating activity inhibitors, confirmation, biochemical, ADP Hunter fluorescence; actives 0.6% (n = 340,000); one-dose inhibition, % at 30 µM; IC50 in µM for titrated hits; MgcRacGAP-stimulated Rac1 GTP hydrolysis, ADP Hunter fluorescence; higher % means a stronger effect; GST-tagged Rac1 F28L mutant substrate;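 active means first-screen hits whose inhibition reached a set limit at any dose in the follow-up dose series; inconclusive means inhibition above the set first-screen limit but never retested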;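 further: fluorescence reports GDP produced by GAP-driven GTP hydrolysis; strong numbers were not always called active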
# SV40 large T antigen: SV40 large T antigen inhibitors, biochemical (AID 1903). SV40 large T antigen ATPase/helicase inhibition assay; higher % means a stronger effect. inhibition, % at 20 µM; hits with a dose series show IC50 in µM. actives 0.39% (n = 310,000); in the data active means a potency from the dose series; inconclusive means inhibition mostly from about 32% at the one dose, without a potency; inactive means the rest, 99 in 100 with inhibition below about 32%; further: strong numbers were not always called active
# WT yeast gro inh mutant strain: also measured in WT yeast gro inh; calls as there; inhibition, %; mitochondrial fusion phenotypic screen, mutant strain inhibition
# b-catenin transl cell count 5 µM: further read-out of b-catenin transl, marked with its call; cell count; measured here: cell count, cytotoxicity flag
# T cell HTS vesicle-bound %: recorded beside T cell HTS, whose call it bears; double positive events, %; measured here: CD8+ vesicle-bound cell fraction;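 binding gate set so that unloaded-vesicle control wells show 10% double positive cells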
# Myeloid diff 2 GFP+ MAC1+ %: recorded beside Myeloid diff 2, whose call it bears; GFP+ MAC1+ double positive, %; measured here: differentiation confirmed by MAC1 staining
# * = called active by the depositor; i = inactive; ? = inconclusive; nt = no result given.
mol	WT yeast gro inh	WT yeast gro inh mutant strain	b-catenin transl	b-catenin transl cell count 5 µM	RSV antiviral HEp-2	West Nile virus CPE	PhoP inhibition	Myeloid diff 2	Myeloid diff 2 GFP+ MAC1+ %	T cell HTS	T cell HTS vesicle-bound %	Rac1 GTP hydrolysis	SV40 large T antigen
CCN(CC)C(=O)c1sc2nc(N3CCOCC3)c3c(c2c1N)CCCC3	-5	-10	-2.7	1158	2.4%	-0.1%	-6%	i	0.8	i	17	16%	33%
OC(COCC1COc2ccccc2O1)CN1CCN(c2ccccc2)CC1 (stereo unspecified)	8	-1	0.5	1267	-0.1%	-0.6%	4%	i	4.4	i	58	6%	-1%
NNC(=O)c1ccc(NS(=O)(=O)c2ccc(Br)cc2)cc1	nt	nt	0.1	1201	-0.8%	0.5%	-3%	nt	nt	i	46	nt	4%
O=C(COc1ccc2ccc(=O)oc2c1)NCC(O)c1ccccc1 (stereo unspecified)	nt	nt	nt	nt	1.7%	-0.3%	-3%	i	0.6	i	55	10%	8%
Clc1ccc(CSc2cc3c(nn2)-c2ccccc2CC3)cc1	32	6	2.0	1435	3.9%	-0.3%	-10%	i	0.7	i	42	-1%	5%
COc1ccc(CCNS(=O)(=O)c2ccc(Cl)s2)cc1OC	13	3	0.5	1330	1.8%	nt	11%	i	1.0	i	42	1%	7%
CN(C)CCCNC(=O)/C(=N\O)c1ccccc1	-9	-3	-4.0	1123	0.5%	0.1%	-6%	i	0.3	i	45	4%	-2%
O=C(Nc1ccc(S(=O)(=O)N2CCOCC2)cc1)C1CCN(S(=O)(=O)c2ccc(F)cc2)CC1	nt	nt	nt	nt	0.0%	nt	-3%	i	0.7	i	31	6%	12%
CCN(CC)c1ccc(NC(=O)c2cccc(F)c2)c(C)c1	3	11	26	1158	-1.7%	0.9%	4%	i	1.9	i	27	16%	28µM*
O=C(COc1coc(CN2CCN(c3ccccc3F)CC2)cc1=O)N1CCc2ccccc21	nt	nt	nt	nt	1.6%	nt	2%	i	0.2	i	50	5%	6%
CCOC(=O)C1CCN(C(=O)COC(=O)CSc2ccc(C(N)=O)cc2[N+](=O)[O-])CC1	nt	nt	nt	nt	2.0%	-0.1%	-5%	i	3.4	i	60	6%	5%
COC(=O)Cc1ccc(NC(=S)N2CCCCC2C)cc1 (stereo unspecified)	-5	8	-0.8	1068	4.7%	0.5%	-4%	i	0.4	i	7	3%	4%

# 3 compounds from above, ordered by their value in SV40 large T antigen, ascending:
compound,WT yeast gro inh mutant strain,RSV antiviral HEp-2,West Nile virus CPE,PhoP inhibition,Myeloid diff 2 GFP+ MAC1+ %,T cell HTS,T cell HTS vesicle-bound %,Rac1 GTP hydrolysis,SV40 large T antigen
COC(=O)Cc1ccc(NC(=S)N2CCCCC2C)cc1 (stereo unspecified),8,4.7%,0.5%,-4%,0.4,i,7,3%,4%
O=C(COc1coc(CN2CCN(c3ccccc3F)CC2)cc1=O)N1CCc2ccccc21,nt,1.6%,nt,2%,0.2,i,50,5%,6%
O=C(Nc1ccc(S(=O)(=O)N2CCOCC2)cc1)C1CCN(S(=O)(=O)c2ccc(F)cc2)CC1,nt,0.0%,nt,-3%,0.7,i,31,6%,12%

# (cont.)
mol	WT yeast gro inh	WT yeast gro inh mutant strain	b-catenin transl	b-catenin transl cell count 5 µM	RSV antiviral HEp-2	West Nile virus CPE	PhoP inhibition	Myeloid diff 2	Myeloid diff 2 GFP+ MAC1+ %	T cell HTS	T cell HTS vesicle-bound %	Rac1 GTP hydrolysis	SV40 large T antigen
COc1cc(OC)cc(C(=O)N[C@H](C(=O)NCc2cccs2)C(C)C)c1	8	6	0.6	1484	-0.9%	-0.5%	2%	i	0.8	i	26	7%	3%
COc1ccc(C(=O)COC(=O)c2nn(C)cc2Cl)cc1	nt	nt	nt	nt	1.2%	-0.2%	0%	i	1.3	i	36	2%	7%
CC(=O)NC(Cc1c[nH]c2ccccc12)C(=O)NCc1ccco1 (stereo unspecified)	nt	nt	nt	nt	1.2%	0.8%	-1%	i	0.4	i	30	4%	8%
COc1ccc(C2CC(c3cccs3)=Nc3ccccc3S2)cc1OC (stereo unspecified)	45	1	0.1	1205	4.9%	0.0%	6%	i	2.3	i	22	30%	14%
Cc1nc(S/C(=C/c2ccc(-c3ccc(C(=O)O)cc3)o2)C(=O)O)n[nH]1	nt	nt	2.0	1300	-0.4%	0.7%	-5%	i	0.4	i	34	21%	?
CCOC(=O)c1c(NC(=O)C2CCN(S(=O)(=O)c3ccc(Cl)cc3)CC2)sc2c1CCCC2	-4	5	-0.2	1120	2.2%	-0.8%	-7%	i	0.5	i	54	3%	12%
COc1ccc2c(c1)cc(C(=O)N[C@@H](CCSC)C(=O)N1CCC(C(=O)O)CC1)n2C	nt	nt	nt	nt	1.0%	-0.1%	-4%	i	0.3	i	49	11%	7%
CCCNC(=O)NS(=O)(=O)c1cnccc1Sc1ccc(Cl)cc1	-8	11	-1.5	1347	1.4%	-0.1%	12%	i	1.0	i	36	3%	-2%
CC/C(=N/NC(=O)CNc1ccc(Cl)cc1C)c1ccccc1	-16	0	-0.1	1118	2.2%	-0.4%	3%	i	0.2	i	46	13%	22%
O=C(Cc1cccs1)Nc1nnc(SCc2ccc(Br)cc2)s1	-6	-3	-1.1	1174	2.2%	nt	-9%	i	1.0	i	15	4%	15%
CC(C)N(CCC#N)C(=O)Nc1ccc2c(c1)CCO2	nt	nt	-0.3	1310	1.7%	0.8%	-9%	i	0.6	i	36	17%	5%
COc1cc(NC(=O)CSc2nc3ccccc3c(=O)n2C)ccc1NC(=O)c1ccco1	-5	10	4.4	927	4.2%	0.3%	8%	i	2.2	i	39	-9%	3%
O=C(Oc1c(-c2ccccc2)c(=O)n2c3c(cccc13)CC2)c1ccco1	nt	nt	-1.0	1237	0.2%	0.3%	-14%	i	0.5	i	43	nt	12%
O=C(N/N=C/C1CC2CCC1C2)c1ccc2c(c1)OCO2 (stereo unspecified)	-20	10	1.3	485	-0.4%	-0.6%	1%	i	0.7	i	23	-2%	1%
O=C(O)C(Cc1ccccc1)NS(=O)(=O)c1ccc(Cl)cc1 (stereo unspecified)	nt	nt	nt	nt	2.2%	1.7%	-4%	i	0.4	i	21	8%	4%
O=C(c1ccc(-n2c(SCc3cc(F)ccc3F)nc3ccccc3c2=O)cc1)N1CCOCC1	-10	10	2.5	438	1.1%	0.9%	8%	i	0.8	i	7	6%	0%
ONC(=Nc1ccccc1)c1ccc(Cl)cc1	-3	9	0.0	1073	-0.2%	-0.7%	-8%	i	0.7	i	31	1%	4%
CCOC(=O)c1nn(-c2ccccc2F)c(-c2ccccc2)c1C(=O)c1ccccc1	23	2	nt	nt	9.8%	0.3%	-10%	i	0.7	i	64	5%	1%
CCN(CC(=O)Nc1ccccc1OC)C(=O)c1cccc(-n2cccc2)c1	nt	nt	nt	nt	0.6%	-0.5%	-2%	i	0.7	i	43	6%	5%
COc1ccc(C2c3ccc(O)cc3Oc3ncn(CCCO)c(=N)c32)cc1OC (stereo unspecified)	nt	nt	-2.7	1250	1.9%	0.3%	-8%	i	0.6	i	61	7%	20%
Cc1ccc(-n2c(SCC(=O)OC(C)C)nnc2-c2ccccn2)cc1	-34	-18	-4.4	1032	0.6%	-0.8%	-2%	i	0.7	i	17	5%	13%
COc1cccc(C(c2c(C)[nH]n(-c3ccccc3)c2=O)c2c(C)[nH]n(-c3ccccc3)c2=O)c1OC	8	17	-2.1	920	1.3%	-1.1%	3%	i	1.0	i	47	20%	14%
N/C(Cc1ccc(Cl)cc1)=N\OC(=O)c1cccc2ccccc12	98*	91*	-1.1	820	-4.0%	-1.6%	-11%	nt	nt	i	66	1%	1%
O=C(CCCc1ccccc1)N=C1SC2CS(=O)(=O)CC2N1c1ccccc1F (stereo unspecified)	nt	nt	nt	nt	2.1%	-0.2%	0%	i	0.6	i	16	4%	9%
Oc1ccccc1C1=Nc2ncnn2C(c2ccc(F)cc2)C1 (stereo unspecified)	-4	4	-0.7	857	-0.5%	0.0%	16%	i	0.7	i	34	-2%	7%
CCOc1ccc2ccccc2c1/C=N/NC(=O)CC1(C)OCCCO1	4	12	1.7	516	4.0%	-0.3%	-6%	i	0.4	i	46	2%	17%
CC(O)c1nc2c(c(=O)n(C)c(=O)n2C)n1C (stereo unspecified)	nt	nt	-3.1	1199	3.3%	-0.3%	-11%	i	0.5	i	58	7%	-33%
CCN1CCN(/C=N/c2nc(C)cs2)CC1	-12	-7	nt	nt	2.2%	1.1%	-5%	i	5.1	i	24	12%	6%
COc1ccc(S(=O)(=O)NC(N)=NCCc2ccc(OC)c(OC)c2)cc1C	5	5	-1.0	1166	0.9%	0.2%	-5%	i	0.8	i	58	13%	12%
Cc1ccc(OCc2nc(C#N)c(NCc3ccco3)o2)cc1	10	1	nt	nt	-0.4%	-0.3%	0%	i	2.2	i	24	6%	3%
CC(C)NC(=O)COC(=O)c1ccccc1CSC1=NCCS1	nt	nt	nt	nt	3.8%	-0.7%	2%	i	0.9	i	12	10%	2%
Cc1csc(SCC(=O)NC(=O)NCCC(C)C)n1	6	15	-1.4	1135	2.6%	0.2%	2%	i	0.5	i	32	3%	3%
CC1(c2nnc(-c3cccc(Cl)c3)o2)CC(c2cccc(Cl)c2)=NO1 (stereo unspecified)	nt	nt	nt	nt	1.1%	0.7%	nt	i	0.5	i	56	11%	11%
COc1ccc(CCNC(=O)COc2ccc(S(=O)(=O)NC(C)C)cc2)cc1OC	-11	0	-0.1	1101	2.2%	0.2%	1%	i	0.3	i	54	3%	23%
O=C(COC(=O)Cc1cn2ccsc2n1)NC12CC3CC(CC(C3)C1)C2	-6	6	-2.4	910	1.7%	0.4%	2%	i	1.5	i	30	7%	9%

# Compound activity deposited in PubChem by several laboratories.
